Screening results as filed in PubChem BioAssay.
ABHD4 inh: inhibits mouse alpha/beta hydrolase domain 4; 0.54% of 370,000 active; AID 720543; inhibition, % at 8.92 µM; purified mABHD4, FP-Rh probe fluorescence polarization;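 active means inhibition exceeding the mean over every tested compound plus 3 SD, cut at about 30% in these data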;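 further: 0% = plate median of compound wells and 100% = S159A mutant with DMSO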
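Doses – 8.92 µM, single dose · Material – wild-type mouse ABHD4 protein · Replication – single well per compound (singlicate) · Measure – percent inhibition of probe binding, normalized to plate controls · Schedule – 45 min compound pre-incubation plus 60 min probe step, 25 °C · Detection – fluorescence polarization with parallel and perpendicular emission, 525/598 nm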
rCAG RNA binder: r(CAG) repeat RNA binding. TO-PRO-1 dye displacement fluorescence. inhibition, % at 3 µM. 1.3% of 370,000 active. AID 651821;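 active means inhibition above the plate cutoff, the mean of all test compounds on that plate plus 3 SD, cut at about 35% in these data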;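 further: 0% = DMSO alone and 100% = 100 µM mitoxantrone as full dye displacement; higher means more dye released from RNA so lower well fluorescence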
Rev-erbA mod: Rev-erb alpha (human) modulation; 0.79% of 370,000 active; AID 1259318; P20393; activity, % at 10 µM; Rev-erbα–FITC-DNA binding, fluorescence polarization, 90 min;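 active means activity above about 14%, limit read from the data; passing the limit was not always enough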;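 further: 0% = DMSO wells with 35 nM protein and 100% = DMSO wells with 750 nM protein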
MBD2 inh: blocks human MBD2 binding to methylated DNA. Q9UBB5. TR-FRET, MBD2 binding to methylated oligonucleotide. inhibition, % at 4.4 µM. 0.31% of 370,000 active. AID 686964; in the data active means inhibition above about 13%
HTRA1 inhibitor: HTRA1 (human) protease inhibition. Q92743. recombinant HTRA1, FP-rhodamine activity-based probe, fluorescence polarization. inhibition, % at 5.96 µM. 0.5% of 340,000 active. AID 504803; in the data active means inhibition above about 36%;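 further: 0% = enzyme with DMSO and 100% = wells lacking enzyme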
PG9 binder: binds the HIV-1 gp120 antibody PG9; 0.43% of 360,000 active; AID 624416; inhibition, % at 6.7 µM; TR-FRET gp120-PG9 antibody binding; in the data active means inhibition above about 8.5%
LEDGF integ inh: blocks HIV-1 LEDGF/p75-dependent DNA integration. TR-FRET IN-LEDGF/p75 DNA integration, Eu/Cy5. inhibition, % at 3.7 µM. 0.64% of 370,000 active;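 active means inhibition above the screen-wide mean plus 3 SD, cut at about 13% in these data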;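 further: signal is the Cy5 over europium emission ratio at 671 and 618 nm; 0% = plate median of compound wells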
UHRF1 binding: human UHRF1 methylated DNA binding inhibitors; Q96T88; UHRF1 binding to methylated oligo, TR-FRET; inhibition, % at 4.4 µM; 0.75% of 370,000 active; in the data active means inhibition above about 21%;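 further: UHRF1 SRA domain binding a hemimethylated CpG hairpin DNA probe; 0% = median of test compound wells and 100% = reference inhibitor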
Target sequence (Q96T88 whole entry, looked up, the tested form may be a part): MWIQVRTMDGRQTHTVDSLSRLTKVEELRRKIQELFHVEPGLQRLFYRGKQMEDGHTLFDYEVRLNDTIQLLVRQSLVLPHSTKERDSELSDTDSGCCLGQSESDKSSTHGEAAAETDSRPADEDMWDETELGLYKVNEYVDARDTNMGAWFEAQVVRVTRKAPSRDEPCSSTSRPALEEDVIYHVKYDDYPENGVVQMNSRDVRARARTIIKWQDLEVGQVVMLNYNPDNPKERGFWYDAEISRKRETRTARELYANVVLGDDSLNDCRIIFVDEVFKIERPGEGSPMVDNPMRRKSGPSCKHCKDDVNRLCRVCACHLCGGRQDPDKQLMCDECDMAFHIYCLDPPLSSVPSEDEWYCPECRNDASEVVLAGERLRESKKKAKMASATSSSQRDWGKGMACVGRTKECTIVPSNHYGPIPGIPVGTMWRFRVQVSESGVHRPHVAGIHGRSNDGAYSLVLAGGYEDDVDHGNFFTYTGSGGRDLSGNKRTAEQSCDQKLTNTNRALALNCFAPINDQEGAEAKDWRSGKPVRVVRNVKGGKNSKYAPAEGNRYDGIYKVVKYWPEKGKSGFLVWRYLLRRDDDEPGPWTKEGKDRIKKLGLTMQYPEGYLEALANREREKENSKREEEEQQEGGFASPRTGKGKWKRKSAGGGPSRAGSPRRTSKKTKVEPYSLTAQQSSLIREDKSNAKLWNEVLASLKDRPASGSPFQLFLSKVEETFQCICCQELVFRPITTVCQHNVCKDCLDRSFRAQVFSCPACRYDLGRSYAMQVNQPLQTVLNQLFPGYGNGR
TCR-CD3 inh: blocks the human TCR-CD3 interaction. TAMRA-labeled TCR probe fluorescence, biochemical. inhibition, % at 9.4 µM. 0.37% of 360,000 active; in the data active means inhibition above about 19%;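 further: recombinant mutant TCR 2C K166C tagged with TAMRA read by polarization; 0% = receptor in buffer alone and 100% = receptor with positive control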
PRMT1 FP inh: inhibitors of human PRMT1. 1.3% of 370,000 active. inhibition, % at 2.79 µM. AID 652257. recombinant PRMT1, activity-based probe fluorescence polarization. Q99873;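 active means inhibition above about 21% made by adding two undisclosed values, limit read from the data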
Active calls of the source: *; . = no result given.

SMILES	ABHD4 inh	rCAG RNA binder	Rev-erbA mod	MBD2 inh	HTRA1 inhibitor	PG9 binder	LEDGF integ inh	UHRF1 binding	TCR-CD3 inh	PRMT1 FP inh
CCOc1c2ccc(C(=O)NCc3ccc4c(c3)OCO4)cc2nn1CCOC	5	-2	4	-6	7	0.8	1	1	-2	-1
COCCNc1nc(Nc2ccc(C(=O)OC)cc2)c2sccc2n1	15	-1	5	1	.	0.9	-1	-3	4	0
COc1ccc(C)cc1NC(=O)CN1C(=O)COc2ccc(S(=O)(=O)N3CCCCC3)cc21	3	3	6	-4	4	-1.1	-5	2	1	-2
C[C@@H]1COc2cc(N3CCSCC3)ccc2S(=O)(=O)N1C	6	1	-5	3	.	.	0	0	.	1
CC1(C)Cc2cccc(C(=O)Nc3ccc(F)cc3F)c2O1	-1	0	-7	-4	-5	-1.6	2	0	3	-3
CCc1ccc(C2NC(=S)NC3=C2C(=O)CC(C)(C)C3)cc1 (configuration not stated)	-4	1	1	2	3	-1.9	5	0	10	-2
CCOC(=O)CSc1snnc1C	-2	1	-2	0	3	1.6	0	2	0	1
O=C(NC1CCCCC1)c1ccc2c(c1)S(=O)(=O)c1ccccc1C2=O	4	-2	-2	1	-6	2.3	0	-4	-1	1
Cc1ccnc(NC(=S)NC(=O)c2cccs2)c1	-8	-1	0	-1	-6	-2.0	0	-5	6	-1
CSc1cccc(NC(=S)NCCCN2CCN(c3ccc(F)cc3)CC2)c1	0	-2	-4	0	7	-0.6	-3	0	5	-2
CCc1nc2ccc(C(=O)NCc3ccccc3OC)cn2c1N(C)C(=O)Cc1ccccc1	-1	1	-6	-4	.	0.8	-2	0	-3	3
O=C(NCc1cccnc1)c1ccc(Br)o1	1	0	7	4	-1	-0.3	2	1	6	1
CCNC(COC(=O)c1ccc([N+](=O)[O-])cc1)C1CCCCC1 (configuration not stated)	-4	-2	2	0	-5	-1.7	6	2	1	-2
O=S(=O)(Nc1ccc(S(=O)(=O)Nc2nccs2)cc1)c1ccc(Br)cc1	-3	29	1	3	3	0.1	-3	4	-6	3
COc1cc(SC)ccc1C(=O)Nc1cc(C)ccn1	5	2	-2	4	-19	1.0	3	-1	-1	2
CC1(C)CC(=O)/C(=C(/O)Cc2ccccc2)C(=NCCc2ccccc2)C1	1	-1	4	-1	-18	-1.4	3	-1	8	-2
Cc1cc(Cl)ccc1NC(=S)N1CCOCC1	2	0	-2	1	1	-1.9	0	-3	11	-3
Cc1ccnc2nc(C(=O)OCC(=O)Nc3ccc([N+](=O)[O-])cc3Br)nn12	1	2	-5	3	5	-0.7	-1	5	0	-1
CCCCNC(=O)c1sc2ncnc(N3CCc4ccccc4C3)c2c1C	-4	-1	-1	-2	-42	-0.7	3	0	-4	-2
Cc1ccc(NC(=O)CSc2nc3ccccc3c(=O)[nH]2)cc1[N+](=O)[O-]	-2	14	12	4	-3	0.2	-3	-1	-4	3

In the list so far, these contain fluorine:
SMILES	ABHD4 inh	rCAG RNA binder	Rev-erbA mod	MBD2 inh	HTRA1 inhibitor	PG9 binder	LEDGF integ inh	UHRF1 binding	TCR-CD3 inh	PRMT1 FP inh
CC1(C)Cc2cccc(C(=O)Nc3ccc(F)cc3F)c2O1	-1	0	-7	-4	-5	-1.6	2	0	3	-3
CSc1cccc(NC(=S)NCCCN2CCN(c3ccc(F)cc3)CC2)c1	0	-2	-4	0	7	-0.6	-3	0	5	-2

Further results
SMILES	ABHD4 inh	rCAG RNA binder	Rev-erbA mod	MBD2 inh	HTRA1 inhibitor	PG9 binder	LEDGF integ inh	UHRF1 binding	TCR-CD3 inh	PRMT1 FP inh
O=C(C1CCCN(S(=O)(=O)c2cc(Cl)ccc2Cl)C1)N1CCCC1 (configuration not stated)	0	-7	0	6	-3	-2.6	3	0	0	-8
CC(=O)c1cccc(N(CC(=O)NCCc2ccccc2)C(=O)c2csnn2)c1	-5	-1	-1	-6	1	3.5	0	2	-1	0
C=CCc1ccc(OCCOCCOc2ccc(C)cc2[N+](=O)[O-])c(OC)c1	-20	-5	2	-2	-17	-1.2	2	-1	8	-1
O=C1C=C(/C=C/c2ccccc2)C[C@@H](c2ccc3c(c2)OCO3)C1	-10	10	1	-3	-15	-2.0	1	-1	4	1
COc1cc(CC(=O)OCC(=O)Nc2ccc3c(c2)OCCO3)cc(OC)c1OC	6	-3	-6	-1	0	-0.7	0	0	7	-1
O=C(C1CCCC1)N1CCC(CC2CC(c3cccc(Br)c3)=NO2)(C(=O)NCC2CCCCC2)CC1 (configuration not stated)	-6	13	2	0	-67	0.7	-2	-3	2	-2
CCN(CC)C(=O)CN1C(=O)c2cccc3cccc(c23)C1=O	-3	0	3	-9	0	1.6	-1	-5	-5	5
O=c1c2c(n3cnnc3n1C1CCCCC1)-c1ccccc1CC21CCCCC1	-2	0	5	-5	6	0.5	1	-2	4	0
Cc1cnc(C(=O)OCC(=O)N2CCc3ccccc32)cn1	2	1	0	4	1	-3.1	4	-5	0	2
CC1=C(C(=O)OCC2CCCO2)C(c2ccc(Cl)c(Cl)c2)NC(=O)N1 (configuration not stated)	-5	-5	2	3	.	2.0	1	2	2	2
COc1ccc(CCNC(=O)/C=C/c2ccc(OC)c(S(=O)(=O)N3CCOCC3)c2)cc1	-4	3	-9	-1	-2	-0.3	-3	-1	-3	-1
O=C(CCCc1ccccc1)N=C1SC2CS(=O)(=O)CC2N1c1ccccc1F (configuration not stated)	5	-2	0	1	-2	-0.8	-1	0	-5	1
COc1ccc(C(=O)/C=C/Nc2ccc(S(=O)(=O)Nc3cccc(C(C)=O)c3)cc2)cc1	-10	18	3	-7	-40	1.5	-1	0	7	-3
O=C(Nc1ccccc1-c1ccccc1)C1CCCCC1	-6	-4	5	-2	1	-1.8	3	0	10	-5
CCOC(=O)c1sc(NC(=O)CCN2CCN(CC)CC2)c(C(=O)OCC)c1C	-3	-2	0	4	1	-2.9	0	16	-3	-1
NS(=O)(=O)c1ccc2nc(-c3ccccc3)c(-c3ccccc3)nc2c1	-8	5	7	4	-14	1.8	-3	0	-2	3
CCOc1ccc(C(=O)Nc2cc(C)on2)cc1OCC	-7	-3	3	2	13	1.3	2	1	-2	0
O=C(O)CCCc1c(-[n+]2ccccc2)[nH]c2ccccc12	2	-3	4	3	2	-0.4	-4	0	-3	1
CCCCSc1nc2c(c(C(F)(F)F)c1C#N)CCC2	0	2	10	1	0	7.7	-1	-3	3	0
Cc1cccc(N2CCN(C(=O)Cc3cn(C)c4ccccc34)CC2)c1C	14	-8	-4	-1	-28	-0.9	-1	-5	-3	2
O=C1c2ccc3c4c(ccc(c24)C(=O)N1NC(=O)C(F)(F)F)CC3	12	12	-2	-3	10	2.4	3	-7	-6	14
O/C(=C\c1nc2ccccc2[nH]1)c1cccs1	11	6	4	-2	7	-0.4	2	-6	2	4
CC12CN3CC(C)(CN(C1)C3c1ccccc1F)C2 (configuration not stated)	5	-1	-3	5	10	-0.1	-5	0	-5	3
Cn1c2ccccc2c2nn(-c3ccccc3)c(=O)cc21	3	-3	-3	-3	6	-0.9	-2	-2	0	-3
FC(F)(F)c1ccc(-n2ccnc2)nc1	-7	-1	-1	5	3	-0.8	4	0	6	1
CC(=O)N1CCCc2cc(S(=O)(=O)N3CCCC(C(=O)Nc4cc(C)ccc4C)C3)ccc21 (configuration not stated)	-2	0	2	-4	-1	2.2	3	-3	-4	-3
CCOc1ccc(S(=O)(=O)n2cc(-c3ccccc3)c(N)n2)cc1	-11	3	0	9	-5	1.1	1	9	-4	2
Cc1cc(C)nc(NS(=O)(=O)c2ccc(N3C(=O)C4C5C=CC(C5)C4C3=O)cc2)n1 (configuration not stated)	-3	3	4	1	3	0.3	-1	0	-1	-2
CC(C)Sc1nc2ccccc2[nH]1	-5	-1	-4	-4	-1	2.0	0	-2	-3	-1
COc1ccc2c(CN3CCN(c4ccccc4OC)CC3)cc(=O)oc2c1	4	3	1	0	.	0.2	-4	-2	9	-2
COC(=O)[C@]12C[C@H](CC(=O)NCC3CCCCC3)C(=O)N(Cc3cccc4ccccc34)C1=C[C@H](COCc1ccccc1)O[C@@H]2C	-3	9	1	0	.	.	3	1	.	-2
Cc1ccc2c(c1)C1(C(=O)N2C)N2CC3(C)CN1CC(C)(C2)C3=O (configuration not stated)	-3	2	0	-12	0	-3.0	3	-5	-4	2
COc1cc(NC(=O)c2cccc(S(=O)(=O)N3CCCCC3)c2)cc(OC)c1OC	-4	-1	0	4	-6	-1.7	1	0	0	0
CCOC(=O)[C@]12CCCCC/C=C\1N(Cc1ccc(OC)cc1)C(=O)[C@H]2CC(=O)NCCCN1CCCC1=O	5	1	2	1	.	.	-3	-1	.	0

Filtered by structure: the entries above with an aryl methoxy group.
SMILES	ABHD4 inh	rCAG RNA binder	Rev-erbA mod	MBD2 inh	HTRA1 inhibitor	PG9 binder	LEDGF integ inh	UHRF1 binding	TCR-CD3 inh	PRMT1 FP inh
COc1ccc(C)cc1NC(=O)CN1C(=O)COc2ccc(S(=O)(=O)N3CCCCC3)cc21	3	3	6	-4	4	-1.1	-5	2	1	-2
CCc1nc2ccc(C(=O)NCc3ccccc3OC)cn2c1N(C)C(=O)Cc1ccccc1	-1	1	-6	-4	.	0.8	-2	0	-3	3
COc1cc(SC)ccc1C(=O)Nc1cc(C)ccn1	5	2	-2	4	-19	1.0	3	-1	-1	2
C=CCc1ccc(OCCOCCOc2ccc(C)cc2[N+](=O)[O-])c(OC)c1	-20	-5	2	-2	-17	-1.2	2	-1	8	-1
COc1cc(CC(=O)OCC(=O)Nc2ccc3c(c2)OCCO3)cc(OC)c1OC	6	-3	-6	-1	0	-0.7	0	0	7	-1
COc1ccc(CCNC(=O)/C=C/c2ccc(OC)c(S(=O)(=O)N3CCOCC3)c2)cc1	-4	3	-9	-1	-2	-0.3	-3	-1	-3	-1
COc1ccc(C(=O)/C=C/Nc2ccc(S(=O)(=O)Nc3cccc(C(C)=O)c3)cc2)cc1	-10	18	3	-7	-40	1.5	-1	0	7	-3
COc1ccc2c(CN3CCN(c4ccccc4OC)CC3)cc(=O)oc2c1	4	3	1	0	.	0.2	-4	-2	9	-2
COc1cc(NC(=O)c2cccc(S(=O)(=O)N3CCCCC3)c2)cc(OC)c1OC	-4	-1	0	4	-6	-1.7	1	0	0	0
CCOC(=O)[C@]12CCCCC/C=C\1N(Cc1ccc(OC)cc1)C(=O)[C@H]2CC(=O)NCCCN1CCCC1=O	5	1	2	1	.	.	-3	-1	.	0

Not all compounds are listed. The share of hits here may be higher or lower than overall.
